Compound activity from PubChem.
PfGluPho inh: PfG6PD (Plasmodium falciparum) enzyme inhibition. inhibition, % at 20 µM. AID 504690. PfGluPho enzyme, NADPH resazurin-diaphorase fluorescence. 350,000 compounds, 0.78% hits;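 active means inhibition reaching at least a set limit at 20 µM in the primary screen, cut at about 59% in these data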;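 further: 0% = DMSO wells with substrate and 100% = DMSO wells lacking glucose-6-phosphate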
SENP6 block: inhibitors of human SENP6 protease; 330,000 compounds, 1.8% hits; inhibition, % at 10 µM; Q9GZR1; Recombinant SENP6 catalytic domain, aminoluciferin luminescence; AID 2599;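 active means inhibition above about 50% at the single tested dose, limit read from the data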;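 further: plate controls were DMSO wells with enzyme for no effect and DMSO wells lacking enzyme for full effect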
Target sequence (Q9GZR1 628-1112 limits assumed): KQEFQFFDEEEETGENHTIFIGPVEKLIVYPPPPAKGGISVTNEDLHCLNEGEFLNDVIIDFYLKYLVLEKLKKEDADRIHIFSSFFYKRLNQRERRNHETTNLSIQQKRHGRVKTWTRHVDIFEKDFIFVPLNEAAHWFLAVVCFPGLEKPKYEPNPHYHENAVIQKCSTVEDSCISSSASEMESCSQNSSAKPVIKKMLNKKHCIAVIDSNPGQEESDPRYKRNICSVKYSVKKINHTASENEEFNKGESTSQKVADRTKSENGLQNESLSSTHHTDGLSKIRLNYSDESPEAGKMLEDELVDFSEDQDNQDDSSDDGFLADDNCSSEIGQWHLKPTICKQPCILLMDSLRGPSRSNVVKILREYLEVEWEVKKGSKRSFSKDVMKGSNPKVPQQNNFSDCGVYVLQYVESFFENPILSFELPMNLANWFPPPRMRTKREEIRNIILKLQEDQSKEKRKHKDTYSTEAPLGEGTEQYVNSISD
HKDC1 inhibitor: HKDC1 (human) hexokinase inhibition. Q2TB90. recombinant HKDC1, G6PDH/diaphorase resazurin coupled fluorescence. inhibition, % at 20 µM. 340,000 compounds, 0.16% hits. AID 493160;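 active means inhibition above about 35% when tested at 20 µM, limit read from the data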;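 further: plate controls were DMSO wells with enzyme for no effect and DMSO wells lacking enzyme for full effect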
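Test system: recombinant HKDC1 (HK5) hexokinase enzyme, produced in-house; Amount: enzyme 5 µg/mL final; Buffer or medium: Tris pH 8.0 buffer with MgCl2, Tween-20, BSA, BME; Reagent: glucose and ATP substrates; Doses: 20 µM test compound, 1% DMSO; Incubation: 90 min reaction incubation at room temperature, dark; Detection: resorufin fluorescence at 613 nm.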
SENP1 FRET inh: SENP1 (human) catalytic domain inhibition; Q9P0U3; recombinant SENP1 catalytic domain, CyPet-SUMO1-YPet FRET cleavage; inhibition, % at 10 µM; 360,000 compounds, 0.21% hits; AID 624204;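 active means inhibition at least 30% at 10 µM, raw YFP signal under a set limit, fluorescence ratio 0.5 to 1.5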;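 further: 0% = enzyme with DMSO and 100% = no enzyme wells; some results filed as inactive read as strong as hits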
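Assay system: hSENP1 catalytic domain, recombinant. Amount: SENP1 enzyme, 20 pM final. Schedule: 50 min reaction, RT, dark. Technique: FRET, CFP and YFP emission. Control set: no-enzyme wells low, DMSO-plus-enzyme wells high control.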
SENP7 inh: SENP7 protease inhibition. recombinant SENP7, Z-RLRGG-aminoluciferin luminescence, 40 min. inhibition, % at 5 µM. 330,000 compounds, 1.5% hits;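 active means inhibition above about 50% at the single test dose, limit read from the data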;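 further: plate controls were DMSO with enzyme for no effect and no enzyme buffer wells for full effect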
Target sequence (Q9BQF6 706-1050 limits assumed): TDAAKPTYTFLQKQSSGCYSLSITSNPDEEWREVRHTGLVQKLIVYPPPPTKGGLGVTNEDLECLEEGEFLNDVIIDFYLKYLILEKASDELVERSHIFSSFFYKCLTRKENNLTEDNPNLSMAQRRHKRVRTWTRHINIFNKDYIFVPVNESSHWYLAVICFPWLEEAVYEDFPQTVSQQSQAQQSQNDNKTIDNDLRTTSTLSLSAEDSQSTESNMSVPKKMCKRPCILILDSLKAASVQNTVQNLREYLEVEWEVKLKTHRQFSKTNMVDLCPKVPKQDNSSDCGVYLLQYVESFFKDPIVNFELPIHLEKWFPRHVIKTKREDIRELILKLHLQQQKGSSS
SENP8 block-1: SENP8 (human) protease inhibition; Q96LD8; recombinant SENP8, Nedd8 substrate fluorescence; inhibition, % at 20 µM; 360,000 compounds, 0.64% hits; AID 602440; in the data active means inhibition mostly above about 40%, no sharp cut-off; inactive means mostly below about 27%
beta cell repl: induces beta-cell replication in MIN6 cells; MIN6 cells proliferation, ATPlite luminescence, 48 h; cells starved in 0.2% serum; 100% = growth in 10% serum; AID 2380; proliferation, % at 10 µM; 330,000 compounds, 0.29% hits;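 active means compounds whose signal lies at least 3.5 SD above the mean of all wells on their plate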;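 further: 0% = DMSO-treated cells in low-serum medium and 100% = 10% serum control; some compounds called inactive have numbers as strong as hits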
UBC13 inh: human UBC13 polyubiquitination inhibition | P61088 | UBC13 polyubiquitin chain formation, TR-FRET | inhibition, % at 20 µM | 330,000 compounds, 0.47% hits | AID 485273; in the data active means inhibition above about 45%, passing the limit was not always enough
Target sequence (P61088 whole entry, looked up): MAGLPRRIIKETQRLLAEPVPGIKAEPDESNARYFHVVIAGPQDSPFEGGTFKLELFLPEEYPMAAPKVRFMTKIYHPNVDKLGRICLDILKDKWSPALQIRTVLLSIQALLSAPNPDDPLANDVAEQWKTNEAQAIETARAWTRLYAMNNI
SENP8 block-2: inhibitors of human SENP8 protease. purified SENP8, Z-RLRGG-aminoluciferin cleavage, luminescence. inhibition, % at 10 µM. 330,000 compounds, 1.2% hits. AID 2540; in the data active means inhibition above about 50%
Active calls of the source: *; . = no result given.

SMILES	PfGluPho inh	SENP6 block	HKDC1 inhibitor	SENP1 FRET inh	SENP7 inh	SENP8 block-1	beta cell repl	UBC13 inh	SENP8 block-2
COc1ccc(C(=O)NNC(=O)COC(=O)c2sccc2C)cc1	-10	-10	-6	-1	12	12	0	6	-3
Cc1ccc(C(=O)NCC(=O)N(C)CC(=O)Nc2ccccc2Br)s1	-8	-7	-6	1	7	2	4	10	-4
COc1ccc(S(=O)(=O)NCc2ccc(C(=O)N3CCc4ccccc4C3)cc2)cc1	-4	27	-5	1	-3	9	0	1	-8
CC(=C/c1ccc(C(C)C)cc1)/C=N/NC(=O)Cn1nnnc1N	1	-28	0	0	-8	14	-1	-7	-4
COc1ccc([C@H]2/C=C\CN(S(=O)(=O)c3ccc4ccccc4c3)[C@@H](C)C(=O)N2Cc2ccc(F)cc2)cc1	13	14	0	-3	-3	-1	-7	-12	3
O=C(Cc1ccccc1)Nc1ccc(NC(=O)c2ccco2)cc1Cl	-11	-30	-4	2	6	1	-2	2	4
Cc1ccc(C(=O)NCCSCc2ccccc2)cc1[N+](=O)[O-]	7	8	13	0	15	18	-6	2	6
COc1ccc(C(=O)NCc2nnc(SCC(=O)Nc3cc(C)on3)o2)cc1OC	18	-3	-4	-1	2	4	0	-9	-2
CCOC(=O)c1cc(-c2ccc(OC(F)F)cc2)nc2nc(SC)[nH]c(=O)c12	12	0	-3	-7	0	-361	-2	12	8
O=C(CCCC(=O)N(CC(=O)NC1CCCCC1)c1ccc(F)cc1)Nc1ccccn1	-9	17	-3	-1	4	4	-2	6	1
Nc1nc(Nc2ccccc2)nc(NCc2ccccc2)c1[N+](=O)[O-]	23	0	9	1	-5	10	-3	3	4
CCOC(=O)c1c(C)[nH]c(C)c1C(=O)CN1C(=O)NC2(CCC(C)CC2)C1=O (stereo not given)	9	-1	-6	2	2	19	-2	-6	1
Cc1csc(CN(C)C(=O)CC2C(=O)NCCN2Cc2ccc(-c3ccccc3)cc2)n1 (stereo not given)	0	2	-1	-7	8	-36	1	-1	-7
CCOCCOC(=O)NCCCCCCNC(=O)OCCOCC	-2	-55	-3	1	-5	32	-2	-4	-22
Cc1cc(NS(=O)(=O)c2ccc(NC(=O)Nc3cccc(Cl)c3)cc2)no1	-18	84*	2	0	69*	19	-1	2	72*
C=C1C(C(=O)N2CCOCC2)C1C(=O)N1CCOCC1 (stereo not given)	6	-17	-11	3	7	11	-1	-4	2
CN1CCN(C(=O)c2cc3c(n(-c4ccccc4)c2=O)CC(C)(C)CC3=O)CC1	-12	-11	-3	0	8	8	-2	-2	1
CC/C(=N\NC(=O)c1nnn(-c2nonc2N)c1-c1ccc2c(c1)OCO2)c1ccccc1	14	0	-6	0	1	-136	-1	-1	0
CCOC(=O)N1CCN(C(=O)CN(C)S(=O)(=O)c2ccc(OCC)cc2)CC1	-14	-2	-6	0	-13	19	-2	1	-11
COc1ccccc1C(=O)NCC(=O)OC(C)C(=O)NC(=O)NC1CCCCC1 (stereo not given)	4	-18	-8	1	-2	15	1	-4	-6

The final 6 entries of the part before lead into the next.
SMILES	PfGluPho inh	SENP6 block	HKDC1 inhibitor	SENP1 FRET inh	SENP7 inh	SENP8 block-1	beta cell repl	UBC13 inh	SENP8 block-2
Cc1cc(NS(=O)(=O)c2ccc(NC(=O)Nc3cccc(Cl)c3)cc2)no1	-18	84*	2	0	69*	19	-1	2	72*
C=C1C(C(=O)N2CCOCC2)C1C(=O)N1CCOCC1 (stereo not given)	6	-17	-11	3	7	11	-1	-4	2
CN1CCN(C(=O)c2cc3c(n(-c4ccccc4)c2=O)CC(C)(C)CC3=O)CC1	-12	-11	-3	0	8	8	-2	-2	1
CC/C(=N\NC(=O)c1nnn(-c2nonc2N)c1-c1ccc2c(c1)OCO2)c1ccccc1	14	0	-6	0	1	-136	-1	-1	0
CCOC(=O)N1CCN(C(=O)CN(C)S(=O)(=O)c2ccc(OCC)cc2)CC1	-14	-2	-6	0	-13	19	-2	1	-11
COc1ccccc1C(=O)NCC(=O)OC(C)C(=O)NC(=O)NC1CCCCC1 (stereo not given)	4	-18	-8	1	-2	15	1	-4	-6
N#CC1=C(N)Oc2cc(O)ccc2C1C1CCCCC1 (stereo not given)	-8	-18	10	-16	-10	-154	0	1	-8
Cc1c(CC(=O)N2CCC(C(N)=O)CC2)c(=O)oc2cc3c(cc12)CCC1(CCCCC1)O3	0	-15	5	0	0	-10	-1	6	-5
COc1ccc(/C=C(\C#N)C(=O)Nc2cc(S(=O)(=O)N3CCCCC3)ccc2N2CCCCC2)cc1	1	7	5	3	6	-1	0	-3	3
Cc1cccc(C2c3[nH]c4ccccc4c3CCN2C(=O)c2noc3c2CCCC3)n1 (stereo not given)	27	-11	-8	-4	-6	2	-5	-2	-11
CC1CN(S(=O)(=O)c2cccc(C(=O)NCc3ccco3)c2)CC(C)O1 (stereo not given)	0	-10	-6	0	14	8	0	-8	-3
O=C(COC(=O)C1CCN(S(=O)(=O)c2cccs2)CC1)Nc1ccc(F)cc1F	-4	3	2	1	6	27	0	13	2
COCCCNC(=S)N1CCC(C(=O)c2ccc3c(c2)OCCO3)CC1	-5	8	-9	1	8	8	-3	1	0
O=C(NCc1cccnc1)C1CCCN(S(=O)(=O)c2cccc3nsnc23)C1 (stereo not given)	5	-18	-12	4	-12	5	-2	-9	-6
CN1CCCN(S(=O)(=O)c2cccc(C(F)(F)F)c2)c2nc3ccccc3nc21	16	8	1	-36	-4	-379	-5	1	-8
CN(CC(=O)Nc1ccc(N2CCOCC2)cc1)C(=O)CCNC(=O)c1ccc(Br)cc1	13	-13	-3	-2	8	10	1	-2	-7
NC(=O)c1nn(-c2ccc(Cl)cc2Cl)c(=O)cc1O	-9	23	-8	1	5	14	1	0	1
CC(=O)c1ccc(Nc2c3c(nc4ccccc24)CCCC3)cc1	-4	-8	-4	2	-6	-326	-4	-5	-10
COc1ccccc1-n1c(-c2cn(C)nc2C)n[nH]c1=S	47	-8	-4	-1	-11	7	0	-2	-8
S=C(Nc1ccccn1)Nc1ccccc1Cl	11	-6	-4	3	3	7	-3	9	4
CCOc1ccc(/C=N/n2c(C3CCCCC3)n[nH]c2=S)cc1	13	-2	1	0	-4	12	0	-9	-1
CCc1ccc(NC(=O)CNC(=O)c2cn(-c3ccccc3OC)c(=O)c3ccccc23)cc1	8	-2	3	3	2	-50	2	8	-2
O=C(C1CC1)N1CCN(c2ccc(F)cc2)CC1	8	2	-7	1	11	15	2	-9	-9
Cc1nn(C)c2ncc(C(N)=O)c(Oc3ccc(Cl)cc3)c12	11	8	-3	0	8	5	-1	16	1
Cc1ccnc(SCC(=O)N2CCN(c3ccccc3)CC2)n1	-4	2	-1	0	3	8	-3	-7	4
CC[C@H](C)[C@H](NC(N)=O)C(=O)Nc1ccc(C)cc1	1	-9	-13	3	-1	5	0	6	0
O=C(N/N=C1\CCCc2ccccc21)c1cccc([N+](=O)[O-])c1	-21	-2	15	0	13	0	-2	-9	-8
CCOC(=O)C1(CCCc2ccccc2)CCN(C(=O)c2cnc(C)cn2)CC1	-3	8	-10	0	-4	7	-1	9	-1
CC(C)Oc1ccc(C(=O)Nc2ccc([N+](=O)[O-])cc2)cc1	6	61*	-7	1	86*	35	1	0	26
CC(=O)Nc1ccccc1OCC(=O)NCCC1=CCCCC1	7	-19	-11	0	-3	7	-4	-11	-4
Cc1cc(C)cc(OCC(=O)Nc2ccc3c(c2)OCCO3)c1	-7	-14	-7	1	-1	7	3	5	-9
COC(=O)c1ccccc1NC(=O)C/C(C)=N/NC(=O)CC#N	0	-14	-9	2	8	-32	2	1	-3
O=C(/C=C/c1ccccc1)N1c2ccccc2Sc2ccc(C(F)(F)F)cc21	-2	-2	-6	3	8	21	-6	-11	2
Cc1ccc(-c2nnc(COc3cccc(-n4cnnn4)c3)o2)cc1	4	3	0	1	4	20	0	8	10
CC(=O)Nc1cccc(OCCCNC(=O)c2ccc(F)cc2)c1	5	-21	-6	0	-2	13	0	3	-2
O=C(O)c1ccc(Nc2nc3ccccc3nc2NS(=O)(=O)c2cccs2)cc1	-12	7	-3	0	10	-313	-1	1	-2
COc1cc(C(O)P(=O)(OCC(C)C)OCC(C)C)cc(OC)c1OC (stereo not given)	-19	2	-6	2	-6	18	-1	2	-1
COc1cc(C2=NOC(C(=O)Nc3cccnc3)C2)cc(OC)c1OC (stereo not given)	9	8	4	0	4	3	0	0	-2
O=C(Nc1ccc(Cl)cc1C(=O)N1CCOCC1)c1cccc([N+](=O)[O-])c1	.	-2	.	.	-1	.	1	2	-4
CC(=O)c1c(C)[nH]c(C(=O)Nc2cccc(S(=O)(=O)N3CCCCC3)c2)c1C	9	3	6	0	1	-69	-3	7	-5
O=C(Cn1ccc(=O)[nH]c1=O)NCCO	-11	15	2	1	2	15	-2	-2	4
CCc1c(C)nc2ncnn2c1Nc1ccc(C#N)c(Cl)c1	-3	8	-8	-1	6	-27	-2	4	7
CCNS(=O)(=O)c1ccc(CCC(=O)NCc2cccnc2)cc1	-6	20	-4	1	-2	26	0	1	-4
COc1ccc2[nH]c3nc(SCC(=O)Nc4ccc5c(c4)OCO5)nnc3c2c1	4	-2	-2	3	-7	25	-2	0	7
O=C(OCc1ccccc1)C1CCCN1C(=O)c1ccccc1[N+](=O)[O-] (stereo not given)	7	4	-2	0	-7	8	-6	-15	-3
CCOC(=O)C1=C(C)N=C2SC(CC)C(=O)N2C1c1cccc(F)c1 (stereo not given)	-1	-3	1	-2	4	26	2	0	1
O=C(OCCN1C(=O)c2ccccc2C1=O)C1CC(O)CN1S(=O)(=O)c1ccc(Cl)cc1 (stereo not given)	9	13	-4	0	4	13	3	2	3
OC(COCC1COc2ccccc2O1)CN1CCc2ccccc2C1 (stereo not given)	6	-15	-6	4	-3	4	0	-10	-8
CCN1CCC(O)(/C=C/c2ccc(C)cc2)C(C(=O)/C=C/c2ccc(C)cc2)C1 (stereo not given)	21	.	18	1	.	17	.	.	.
O=C(O)CCCCCN1C(=O)/C(=C\c2ccc(-c3ccc(Cl)cc3)o2)SC1=S	-26	-10	-1	-32	10	34	-6	-93	-12
O=C(NCCc1ccccc1)c1nc2ncccn2n1	-11	-4	-1	1	3	16	0	-1	9
COc1ccc(C2=NOC(C)(c3nnc(Cc4ccccc4)o3)C2)cc1 (stereo not given)	-14	-9	-2	1	2	8	1	-3	-7
COc1cccc(C(=O)OC2CCCN(C)C2)c1 (stereo not given)	4	4	-5	2	11	4	0	-2	-1
CC1CCN(C(=S)NC(=O)c2ccc(F)cc2)CC1	9	-9	-4	-2	-8	-3	-2	-5	-3
COC(=O)c1cccc(NC(=O)CN2CCOCC2)c1	-10	-5	-11	1	-1	7	1	0	-3
CCOc1ccc(-c2nnc(NC(=O)C3CCCC3)o2)cc1	27	-5	-1	-2	1	16	0	-5	2
CN1CCN(c2nc(-c3ccccc3)cc(C(F)(F)F)n2)CC1	3	-5	1	2	3	4	-3	14	4
NS(=O)(=O)c1ccc(CCNS(=O)(=O)c2ccc(Cl)nc2)cc1	-12	0	-2	1	-2	6	-2	1	4
